A-T KAP1 phos – candidate therapy for ataxia-telangiectasia. […] A-T fibroblasts, KAP-1 phosphorylation AlphaLISA; neocarzinostatin DNA damage 30 min before lysis. Potency, µM (top dose mostly 57.5 µM), for the others: top-dose activation, most hits filed as activators. 320,000 compounds, 0.19% hits. AID 485349; further: potency means the concentration at half of the fitted maximal effect; % of control where 0% means no effect; nearly all actives have a fitted effect of over 45% in size
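hTERT-immortalized A-T patient fibroblasts ([…]), 500 cells/well in OPTI-MEM, 1% FBS, got compounds for 60 min, then NCS for 30 min at 37C. Lysates were then assayed for phospho-KAP-1 by AlphaLISA (anti-pKAP1 donor, anti-KAP1 acceptor beads), 6 hr at 25C.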
TSG101-PTAP inh – blocks PTAP/TSG101 interaction to inhibit HIV-1 budding | Fluorescence polarization, FITC-PTAP peptide / Tsg101 binding | Potency, µM (series often up to 115 µM), inactives show at the highest dose activity change, negative = inhibition, actives largely listed as inhibitors | 340,000 tested, under 10 active | AID 493005; active means well fitted inhibition curve with a large enough effect in the main read-out, with a control signal flat, not every such curve was filed as active; inconclusive means small, poorly fitted or top-dose-only effect, or effect the other way, or a change in a side signal; inactive means no such curve, though single readings can be large or run the other way; further: potency means the concentration at half of the fitted maximal effect; % of control where 0% means no effect
Target sequence (Q99816 whole entry, looked up): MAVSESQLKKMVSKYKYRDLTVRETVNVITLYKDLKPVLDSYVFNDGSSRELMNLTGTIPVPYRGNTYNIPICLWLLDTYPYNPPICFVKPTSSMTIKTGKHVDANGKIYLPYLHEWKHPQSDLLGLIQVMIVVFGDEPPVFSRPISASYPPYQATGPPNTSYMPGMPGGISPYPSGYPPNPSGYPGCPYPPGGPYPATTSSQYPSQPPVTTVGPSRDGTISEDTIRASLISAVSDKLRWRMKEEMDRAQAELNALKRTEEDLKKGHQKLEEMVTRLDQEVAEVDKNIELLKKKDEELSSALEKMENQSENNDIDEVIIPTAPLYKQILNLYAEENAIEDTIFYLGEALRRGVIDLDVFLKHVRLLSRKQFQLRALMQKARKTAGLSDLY
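FP read-out: FITC-PTAP peptide, 50 nM final, binding Tsg101 binding domain, 10 uM final; 20 min, r.t.; 10 mM HEPES pH 7.5, 0.15 M NaCl, 0.01% Tween 20, 3 mM EDTA, 0.1 mM TCEP.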
TCR activator – T cell receptor activation | 330,000 tested, under 10 active | primary human leukocytes, anti-CD3, IL-2 HTRF, 48 h | Potency, µM (titrated, usually from 9.22 µM), for the others: at the top dose activation of IL-2 secretion, actives largely listed as activators; further: % of control where 0% means no effect
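Primary human leukocytes receive a-CD3 beads and test compound and are incubated 48 hr. Secreted IL-2 is then assayed by HTRF, measuring 665nm acceptor emission after 320nm excitation of the europium donor.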
a7 integrin act – integrin-mediated muscular dystrophy alleviation activation. alpha7betagal myoblasts, beta-gal FDG fluorescence, 48 h. Potency, µM (titrated, usually from 38.3 µM), for the others: top-dose activation, most hits filed as activators. 350,000 compounds, 0.064% hits. AID 624291;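 further: potency means the concentration at half of the fitted maximal effect; 100% = response of the positive control SU9516; nearly all actives have a fitted effect of over 60% in size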
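alpha7betagal+/- myoblasts (passage 13, 250/well) treated 48 h at 37C with compounds at 1:260 dilution of DMSO stock. Lysed, then beta-galactosidase activity read as FDG fluorescence (ex 480/em 540) after 30 min, with pre-read for autofluorescence.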
B2AR arrestin – recruits beta-arrestin to the human beta2-adrenergic receptor; P07550; beta-arrestin recruitment to beta2AR, cell-based reporter; Potency, µM (top dose mostly 46.1 µM), without a hit: top-dose activation, usual class: activators; 330,000 compounds, 0.02% hits; AID 492947;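 further: potency means the concentration at half of the fitted maximal effect; 0% = DMSO controls and full agonism = EC100 isoproterenol or metaproterenol; nearly all actives have a fitted effect of over 65% in size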
Target sequence (P07550 whole entry, looked up): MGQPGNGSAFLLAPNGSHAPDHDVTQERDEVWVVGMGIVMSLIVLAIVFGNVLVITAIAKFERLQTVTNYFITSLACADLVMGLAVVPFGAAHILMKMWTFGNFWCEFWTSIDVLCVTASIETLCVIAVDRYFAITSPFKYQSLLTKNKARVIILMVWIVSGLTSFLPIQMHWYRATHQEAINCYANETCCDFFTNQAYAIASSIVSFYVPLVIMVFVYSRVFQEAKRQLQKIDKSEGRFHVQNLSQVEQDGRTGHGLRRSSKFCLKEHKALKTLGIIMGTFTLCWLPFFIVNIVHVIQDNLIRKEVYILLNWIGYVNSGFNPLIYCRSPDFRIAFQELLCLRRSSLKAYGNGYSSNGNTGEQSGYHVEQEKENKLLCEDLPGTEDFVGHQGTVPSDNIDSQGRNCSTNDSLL
BRCA1 expr up – increases BRCA1 expression | MCF7-BRCA1-FFLuc reporter, luminescence, 48 h; response scale: scaled: vehicle 0%, 10 µM genistein 100% | Potency, µM (top dose mostly 46.1 µM), without a hit: at the top dose activation, actives largely listed as activators | 380,000 compounds, 1.1% hits | AID 624202; further: potency means the concentration at half of the fitted maximal effect; nearly all actives have a fitted effect of over 80% in size; some results filed as inactive show a strong effect at the top dose
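Using MCF7 cells harboring a BRCA1 firefly luciferase reporter, plated 2 h before compound pinning, the screen measured luminescence after 48 h incubation. Responses were normalized to DMSO and 10 microM genistein, then fitted for concentration-effect.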
MLL CXXC-DNA inh – MLL CXXC-DNA interaction inhibition | 290,000 compounds, 0.037% hits | MLL-CXXC / FITC-HOXA9 DNA fluorescence polarization | Potency, µM (top dose mostly 115 µM), for the others: at the top dose activity change, negative = inhibition, actives largely listed as inhibitors | Q03164; active means well fitted inhibition curve with a large enough effect in the polarisation, with a control signal flat, not every such curve was filed as active; inconclusive means small, poorly fitted or top-dose-only effect, or effect the other way, or a change in a side signal; inactive means no such curve, though single readings can be large or run the other way; the % refers to the polarisation; further: potency means the concentration at half of the fitted maximal effect
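Steps: dispense CXXC domain solution (7 uM) → pin compounds or unlabeled HOX-A9 DNA control → 5 min ambient → add FLSN-HOX-A9 solution (50 nM) → spin → 30 min ambient → fluorescence polarization. Tris pH 7.5/NaCl/DTT/BSA buffer.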
p53 reactivation – mutant p53 re-activation in reporter cells | H1299 p53-A138V BP100-luciferase reporter, luminescence, 24 h | Potency, µM (top dose mostly 92.2 µM), for inactives: top-dose activity change, positive = activation, actives largely listed as activators | 320,000 compounds, 0.063% hits; further: potency means the concentration at half of the fitted maximal effect; % of control where 0% means no effect; nearly all actives have a fitted effect of over 45% in size
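p53-null H1299 cells stably carrying temperature-sensitive p53-A138V and a BP100-luciferase reporter were pinned with compounds (4-point, 1:5 series) and held 24 hrs at 37 deg C. Luminescence was read 10 min after detection reagent.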
ELG1 DNA repair – inhibitors of ELG1-dependent DNA repair in HEK293T cells | HEK293T ELG1-luciferase reporter, luminescence, 16 h; DNA damage induced by 5-fluorouridine | Potency, µM (titrated, usually from 46.1 µM), without a hit: at the top dose activity change, negative = inhibition, hits mostly inhibitors | 330,000 compounds, 2.3% hits; further: potency means the concentration at half of the fitted maximal effect; on the % scale 0 is the no-effect control and ±100 the full control effect; nearly all actives have a fitted effect of over 55% in size
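Step one: seed 2,000 cells per well. Step two: pin-transfer compound or DMSO alongside 5-fluorouridine. Step three: incubate 16 hr, 37 °C, 5% CO2. Step four: add ONE-Glo, wait 30 min, read luminescence.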
TRPV1 agonist – human TRPV1 agonism. AID 540275. TRPV1-expressing cells, Fluo-8 calcium influx, agonist mode. 320,000 compounds, 0.19% hits. Q8NER1. activation, % at 8.33 µM; in the data active means activation above about 80%; inconclusive means between about 30% and that limit; further: 0% is about no effect
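TRPV1-expressing cells were cultured overnight at 35.5C and loaded with Fluo-8 calcium dye for 40 to 90 min at room temperature. After a 10 s baseline, compound was added and calcium influx was read kinetically for 3 min (ex 480/em 520 nm).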
* marks the source's active call; other numbers are inactive results; ? = inconclusive; nt = no result given; [ ] = remark or other dose. Unless noted, the call rests on the fitted dose curve; in most records, active means well fitted curve in the direction sought with a large enough effect; inconclusive means small, poorly fitted or top-dose-only effect, or another doubt; inactive means no such curve, though single readings can be large; an effect the other way counts as inactive or inconclusive.

#1 COc1ccc(/C=N/NC(=O)c2ccc(CSc3nncn3C)cc2)cc1OC
#2 CN(c1ccccc1)S(=O)(=O)c1ccc(C(=O)Nc2nnc(-c3ccco3)o2)cc1
#3 CN(C)c1ccc(NC(=O)C[n+]2ccccc2)cc1
#4 CCn1c(C)c(Br)c(=O)c(C(=O)OC)c1-c1ccc(Cl)cc1
#5 O=C(COC(=O)CCC1CCCCC1)Nc1ccc(OC(F)F)cc1
#6 CCc1cc(C(=O)NCC2CCCO2)sc1C (centres undefined)
#7 CCC(C)(C)n1nnnc1C(c1ccccn1)N1CCN(c2cccc(OC)c2)CC1 (centres undefined)
#8 CCc1nnc(NC(=O)CSCc2cc(=O)n3nc(C(C)C)sc3n2)s1

screen / no.,1,2,3,4,5,6,7,8
A-T KAP1 phos,-1%,-5%,-8%,-4%,2%,-2%,nt,-15%
TSG101-PTAP inh,-7%,-5%,-10%,-4%,-2%,-5%,-3%,-3%
TCR activator,4%,1%,2%,0%,-1%,1%,1%[46.1 µM],1%
a7 integrin act,0%,-14%,-13%,11%,5%,-19%,-15%,19%
B2AR arrestin,0.1%,0.1%,0.1%,0.4%,-0.8%,-0.1%,-0.9%,0.3%
BRCA1 expr up,5%,-14%,6%,-12%,-10%,50%,-12%,11%
MLL CXXC-DNA inh,-4%,2%,2%,-29%,3%,1%,-1%,12%
p53 reactivation,-3%,7%,0%,-5%,-1%,-1%,-2%,3%
ELG1 DNA repair,-1%,16µM*,6%,-4%,11%,?,-1%,5%
TRPV1 agonist,2,-2,-1,-6,22,16,1,-1

#9 COCCn1c(COc2ccc(C)cc2)nc2ccccc21
#10 C[C@@H]1C(=O)O[C@H]2CC34[C@H]5C[C@@H](C(C)(C)C)[C@]36[C@@H](OC(=O)[C@@H]6O)O[C@@]4(C(=O)O5)[C@]21O (some centres undefined)
#11 CC(=O)c1sc(NC(=O)c2cccc(N3C(=O)CCC3=O)c2)nc1-c1ccccc1
#12 CC(C)n1c(N2CCCC2)nc2c1c(=O)[nH]c(=O)n2C
#13 COCc1nnc(NS(=O)(=O)c2ccc(Br)cc2)s1
#14 COc1ccc(C(=O)NCc2nnc(SCC(=O)Nc3cccc(C(F)(F)F)c3)o2)cc1OC
#15 COc1ccc(-c2nc(C)c(C(C)=O)n2O)cc1[N+](=O)[O-]
#16 COc1ccc(NC(=O)CCN2C(=O)C3C4CCC(C4)C3C2=O)cc1 (centres undefined)

screen / no.,9,10,11,12,13,14,15,16
A-T KAP1 phos,8%,6%,-11%,2%,2%,nt,-1%,2%
TSG101-PTAP inh,-1%,0%,0%,1%,-11%,-4%,0%,-3%
TCR activator,4%,-7%,-2%,-3%,-3%,4%,-1%,16%[46.1 µM]
a7 integrin act,2%,nt,-5%,?,1%,-1%,?,7%
B2AR arrestin,0.4%,0.1%,-0.2%,-0.3%,0.0%,-0.2%,0.3%,5.5%
BRCA1 expr up,11µM*,0%,0%,18%,11%,-8%,-10%,2%
MLL CXXC-DNA inh,?,nt,nt,-2%,2%,8%,5%,25%
p53 reactivation,8%,-1%,-3%,-7%,4%,0%,4%,20%
ELG1 DNA repair,?,17%,21%,?,-3%,-4%,?,?
TRPV1 agonist,?,-5,-3,1,0,-3,1,-5

#17 C#CCNC(=O)C1=C[C@H](C)[C@@H](CCCO)[C@H](OCC)O1
#18 COc1ccc(N2CCN(C(=O)CN(c3ccc(Br)cc3)S(C)(=O)=O)CC2)cc1
#19 COc1ccc(C2c3c(-c4ccccc4O)n[nH]c3C(=O)N2CCc2ccc(OC)c(OC)c2)cc1 (centres undefined)
#20 O=C(CN1C(=O)C2CCCCC2C1=O)Nc1ccccc1C(=O)O (centres undefined)
#21 CC1(C)CC(NC(=O)c2ccccc2Cl)CC(C)(C)N1
#22 Cn1cccc1/C=C1\CCc2ccccc2C1=O
#23 COc1ccc(S(=O)(=O)Nc2ccccc2C(=O)N2CCOCC2)cc1F
#24 COc1cc(-c2cc(OC)c(O)c(OC)c2)cc(OC)c1O

screen / no.,17,18,19,20,21,22,23,24
A-T KAP1 phos,-13%,3%,-17%,1%,9%,3%,0%,nt
TSG101-PTAP inh,-2%,0%,-8%,1%,-2%,1%,nt,0%
TCR activator,0%,5%,-39%,-5%,2%,3%,2%,3%
a7 integrin act,6%,-4%,-8%,7%,-6%,-2%,14%,-50%[inhibitor]
B2AR arrestin,0.5%,0.1%,-0.2%,0.1%,4.2%,0.0%,-0.1%,nt
BRCA1 expr up,19%,-26%,-86%,4%,-10%,?,-7%,-49%
MLL CXXC-DNA inh,-19%,1%,20%,7%,5%,23%,3%,nt
p53 reactivation,-4%,-1%,-24%,3%,-4%,?,0%,nt
ELG1 DNA repair,-7%,-14%,2.8µM*,20%,5%,?,-7%,nt
TRPV1 agonist,2,11,4,0,-1,14,-2,nt

#25 CC1(C)CC(=O)C(C2C3=C(CC(C)(C)CC3=O)Oc3ccc4ccccc4c32)C(=O)C1 (centres undefined)
#26 CC(=O)NC(CC(=O)NC1CCCc2ccccc21)c1ccccc1 (centres undefined)
#27 O=C(CN1C(=O)NC2(CCCC2)C1=O)Nc1ccc(F)c(Cl)c1
#28 O=C1CCN(Cc2nc(-c3ccc(Cl)cc3)no2)CCN1
#29 CN(CC(=O)Nc1ccccc1Cl)C(=O)COC(=O)CN1C(=O)NC2(CCCC2)C1=O
#30 NC(=O)c1oc2ccc(Cl)cc2c1NC(=O)CN1CCOCC1
#31 O=C(O)c1cc(S(=O)(=O)N2CCCCCC2)c(Cl)cc1Cl
#32 Cc1cccc(C)c1NC(=O)CNC(=O)CCC(=O)N1CCOCC1

screen / no.,25,26,27,28,29,30,31,32
A-T KAP1 phos,-4%,23%,-6%,-1%,5%,-8%,-5%,4%
TSG101-PTAP inh,-7%,1%,-4%,-1%,1%,-2%,1%,2%
TCR activator,-3%,3%,-3%,1%,6%,6%,-3%,4%
a7 integrin act,-1%,-4%,14%,21%,14%,12%,30%,13%
B2AR arrestin,-0.2%,-1.4%,-0.3%,0.6%,0.3%,-0.8%,0.1%,-0.1%
BRCA1 expr up,7.9µM*,-21%,-13%,4%,4%,9%,-1%,11%
MLL CXXC-DNA inh,?,2%,37%[activator],-1%,35%[activator],-3%,6%,nt
p53 reactivation,?,-5%,-2%,1%,15%,0%,-1%,1%
ELG1 DNA repair,?,-7%,8%,3%,1%,?,6%,4%
TRPV1 agonist,0,0,18,3,-7,2,-2,-3

Ordered by number of heavy atoms (smallest number first): part of the list above
#13 COCc1nnc(NS(=O)(=O)c2ccc(Br)cc2)s1
#21 CC1(C)CC(NC(=O)c2ccccc2Cl)CC(C)(C)N1
#31 O=C(O)c1cc(S(=O)(=O)N2CCCCCC2)c(Cl)cc1Cl
#20 O=C(CN1C(=O)C2CCCCC2C1=O)Nc1ccccc1C(=O)O (centres undefined)
#26 CC(=O)NC(CC(=O)NC1CCCc2ccccc21)c1ccccc1 (centres undefined)
#1 COc1ccc(/C=N/NC(=O)c2ccc(CSc3nncn3C)cc2)cc1OC
#11 CC(=O)c1sc(NC(=O)c2cccc(N3C(=O)CCC3=O)c2)nc1-c1ccccc1
#7 CCC(C)(C)n1nnnc1C(c1ccccn1)N1CCN(c2cccc(OC)c2)CC1 (centres undefined)
#14 COc1ccc(C(=O)NCc2nnc(SCC(=O)Nc3cccc(C(F)(F)F)c3)o2)cc1OC

screen / no.,13,21,31,20,26,1,11,7,14
A-T KAP1 phos,2%,9%,-5%,1%,23%,-1%,-11%,nt,nt
TSG101-PTAP inh,-11%,-2%,1%,1%,1%,-7%,0%,-3%,-4%
TCR activator,-3%,2%,-3%,-5%,3%,4%,-2%,1%[46.1 µM],4%
a7 integrin act,1%,-6%,30%,7%,-4%,0%,-5%,-15%,-1%
B2AR arrestin,0.0%,4.2%,0.1%,0.1%,-1.4%,0.1%,-0.2%,-0.9%,-0.2%
BRCA1 expr up,11%,-10%,-1%,4%,-21%,5%,0%,-12%,-8%
MLL CXXC-DNA inh,2%,5%,6%,7%,2%,-4%,nt,-1%,8%
p53 reactivation,4%,-4%,-1%,3%,-5%,-3%,-3%,-2%,0%
ELG1 DNA repair,-3%,5%,6%,20%,-7%,-1%,21%,-1%,-4%
TRPV1 agonist,0,-1,-2,0,0,2,-3,1,-3
